FBW7 act = FBW7 E3 ligase activators, primary screen, biochemical, AlphaScreen, human | AlphaScreen FBW7–phospho-cyclin E peptide binding, activator screen | normalized activity (activation), % at 26.1 µM | AID 1259310, 2017 | actives 0.13% (n = 650,000) | F-box/WD repeat-containing protein 7 (Homo sapiens), Q969H0; in the data active = normalized activity above about 1.9%;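 also: purified mutant Fbw7 with reduced substrate affinity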
Target sequence (Q969H0 whole entry, looked up): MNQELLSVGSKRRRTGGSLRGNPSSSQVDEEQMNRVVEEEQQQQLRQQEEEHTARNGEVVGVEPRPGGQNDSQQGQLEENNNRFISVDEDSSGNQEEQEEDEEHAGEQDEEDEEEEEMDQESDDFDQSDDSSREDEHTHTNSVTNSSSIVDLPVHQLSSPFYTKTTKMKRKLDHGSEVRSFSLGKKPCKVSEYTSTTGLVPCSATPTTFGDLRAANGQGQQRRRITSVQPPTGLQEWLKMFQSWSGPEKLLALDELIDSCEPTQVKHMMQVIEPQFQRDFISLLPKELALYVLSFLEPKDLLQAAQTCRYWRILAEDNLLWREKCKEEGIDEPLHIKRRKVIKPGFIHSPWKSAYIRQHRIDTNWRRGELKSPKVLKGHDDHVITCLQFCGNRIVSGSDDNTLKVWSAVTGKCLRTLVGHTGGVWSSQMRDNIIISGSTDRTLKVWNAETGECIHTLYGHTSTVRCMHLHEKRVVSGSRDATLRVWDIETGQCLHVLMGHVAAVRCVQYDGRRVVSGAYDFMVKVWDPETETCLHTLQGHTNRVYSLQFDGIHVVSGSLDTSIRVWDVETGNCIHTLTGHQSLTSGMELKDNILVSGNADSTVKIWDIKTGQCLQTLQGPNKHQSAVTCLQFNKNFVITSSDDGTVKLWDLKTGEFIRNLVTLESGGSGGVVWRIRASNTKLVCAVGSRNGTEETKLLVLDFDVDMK
TEAD-YAP inh = TEAD-YAP interaction inhibition, primary screen, TEAD-YAP interaction inhibitor project, luminescence, HEK-TIYL cells. inhibition, % at 9.12 µM. AID 1259422, 2018. TEAD-Gal4/YAP UAS-luciferase luminescence. actives 1.4% (n = 640,000); in the data active = inhibition above about 32%;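 also: 0% = median of test compound wells and 100% = reference inhibitor wells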
GPR151 ag = activators of human GPR151, primary screen, cell-based, PathHunter beta-arrestin, luminescence. G-protein coupled receptor 151 (Homo sapiens), Q8TDV0. PathHunter beta-arrestin GPR151 cells. activation, % at 11.2 µM. actives 1% (n = 650,000). AID 1508602, 2020; in the data active = activation above about 4.9%;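 also: 0% = median of compound wells and 100% = cells with positive control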
Target sequence (Q8TDV0 whole entry, looked up): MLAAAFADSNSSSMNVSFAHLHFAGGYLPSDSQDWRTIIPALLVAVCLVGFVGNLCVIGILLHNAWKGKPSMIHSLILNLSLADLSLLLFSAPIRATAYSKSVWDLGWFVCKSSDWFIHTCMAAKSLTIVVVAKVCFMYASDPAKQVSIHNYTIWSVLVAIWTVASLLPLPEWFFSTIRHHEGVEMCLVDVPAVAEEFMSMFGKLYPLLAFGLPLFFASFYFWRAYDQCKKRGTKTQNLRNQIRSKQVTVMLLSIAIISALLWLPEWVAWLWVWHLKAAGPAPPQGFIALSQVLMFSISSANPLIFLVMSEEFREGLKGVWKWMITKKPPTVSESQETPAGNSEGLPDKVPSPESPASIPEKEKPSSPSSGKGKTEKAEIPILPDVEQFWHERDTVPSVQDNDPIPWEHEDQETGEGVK
MITF inh = MITF inhibitors, primary screen, biochemical, AlphaScreen, human; Microphthalmia-associated transcription factor (Homo sapiens), O75030; AlphaScreen MITF homodimerization, bead proximity signal; inhibition, % at 2.6 µM; actives 0.91% (n = 650,000); AID 1259374, 2018; in the data active = inhibition above about 50%;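 also: 0% = vehicle wells with protein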
Numbers without * were called inactive; · = not tested or not shown.

Start of the data: the first 2 compounds, ahead of the listing:
entry	SMILES	FBW7 act	TEAD-YAP inh	GPR151 ag	MITF inh
1	CCc1ccc(C2NC(=O)NC(C)=C2C(=O)OC)cc1 (stereo not drawn)	0.1	2	1.0	-12
2	O=C1CCC(CCNCc2cccnc2)N1CC1(c2ccccc2)CCCC1 (stereo not drawn)	0.2	2	-0.5	-16

The whole of this part (from the top)
entry	SMILES	FBW7 act	TEAD-YAP inh	GPR151 ag	MITF inh
1	CCc1ccc(C2NC(=O)NC(C)=C2C(=O)OC)cc1 (stereo not drawn)	0.1	2	1.0	-12
2	O=C1CCC(CCNCc2cccnc2)N1CC1(c2ccccc2)CCCC1 (stereo not drawn)	0.2	2	-0.5	-16
3	O=C1CSC(=O)N1CCN1C(=O)S/C(=C\c2ccc(Cl)cc2)C1=O	1.0	-10	-2.0	7
4	CCN(CC)c1ncnc2c1[nH]c1ccc(C)cc12	0.2	-7	-0.1	18
5	COc1cc(CN2CCNC(=O)C2CC(=O)N2CCN(C3CCCC3)CC2)cc(OC)c1 (stereo not drawn)	0.1	-5	-0.1	10
6	O=C1c2ccc(Oc3cccc([N+](=O)[O-])c3)cc2C(=O)N1c1ccccc1-c1ccccc1	-0.1	6	1.0	2
7	O=C(CN1CCc2nc(N3CCCCC3)[nH]c(=O)c2C1)Nc1ccc2c(c1)OCCO2	0.1	-2	4.2	13
8	COC(=O)CC[C@H]1CN(Cc2c(F)cccc2F)CC[C@H]1N1CCOCC1	0.0	6	-0.1	2
9	CCCCCn1c(SC(C(=O)NCc2ccccc2)C(=O)NCc2ccccc2)nc2cc(C(=O)Nc3ccc(F)cc3)ccc2c1=O	0.0	-11	1.1	0
10	CN(Cc1ccccc1)C(=O)CC1(CC(=O)O)CCCC1	0.1	-5	-0.5	12
11	COc1ccc2cc(CN(CCCO)C(=O)c3cccs3)c(=O)[nH]c2c1	-0.1	2	1.2	2
12	O=C(Cc1ccccc1)N/N=C/c1cccc(Br)c1	0.0	-37	-0.4	10
13	CC(=O)Nc1ccc(S(=O)(=O)Nc2ccc(C)c(C)c2)cc1	0.2	6	3.4	-10
14	O=C(CSc1ccccc1)N1CCC2(CC1)CC2C(=O)N1CCN(c2ccccc2)CC1 (stereo not drawn)	-0.2	9	-0.8	12
15	CN(C)CCCNC(=O)C(=O)NCC1OCCN1S(=O)(=O)c1cc(F)ccc1F (stereo not drawn)	-0.1	5	-2.0	-22
16	CC(=O)Nc1nonc1-c1nc2ccccc2n1Cc1c(F)cccc1Cl	-0.2	-6	-0.5	3
17	OCC1CCCN1c1nccc(NCc2cccnc2)n1 (stereo not drawn)	-0.1	-7	1.1	-8
18	COC(=O)c1c(NC(=S)NNC(=O)c2ccccn2)sc(C)c1-c1ccccc1	-0.8	4	0.3	26
19	Cc1ccc2c(c1)C(O)(CC(=O)c1cccnc1)C(=O)N2 (stereo not drawn)	0.1	1	-1.6	-3
20	O=C(CN1CCSCC1)N/N=C/c1ccc(Br)cc1	0.0	-19	0.1	32
21	COC(=O)c1ccc(N2C(=O)CC(SCC(=O)Nc3ccc(Cl)cc3)C2=O)cc1 (stereo not drawn)	-0.1	5	-0.5	2
22	Cc1cccc(Nc2ncc([N+](=O)[O-])c(Nc3cccc(C)c3)n2)c1	0.0	13	1.2	6
23	CCOC(=O)c1c(NC(=O)c2ccc3cc(OC)ccc3c2)sc(C)c1C	0.0	2	-0.3	-11
24	O=C(NCC1CCCN1S(=O)(=O)c1ccccc1)c1ccc2c(c1)OCO2 (stereo not drawn)	0.1	-7	-0.1	2
25	COc1ccc(C(=O)N/C(=C\c2cccc([N+](=O)[O-])c2)C(=O)Nc2ccc(Cl)cc2)cc1Br	0.1	1	0.1	4
26	CN(C(=O)c1ccc(NC(=O)C2CC=CCC2C(=O)O)cc1)c1ccccc1 (stereo not drawn)	0.1	2	1.4	10
27	Cc1ccc(-c2nc3ccccc3s2)cc1NC(=O)c1ccc(C(C)(C)C)cc1	-0.1	6	0.0	9
28	NC(=O)[C@H](Cc1ccccc1)NC(=O)Cn1cc(NC(=O)CCOc2ccccc2)cn1	-0.1	4	1.0	6
29	COc1nc(NS(=O)(=O)c2ccc(C)cc2)nc(C)c1Br	0.1	2	1.4	11
30	O=C(CSc1nc2c(c(=O)n1-c1ccc(Br)cc1)SCC2)N1CCc2ccccc21	-0.1	-4	0.3	1
31	Nc1nc2c([nH]c(=O)n2[C@@H]2O[C@H](CO)[C@@H](O)[C@H]2O)c(=O)[nH]1	·	·	0.0	-4
32	COc1ccc(-c2cc(C(=O)OCC(=O)NC(C)(C)C)c3ccccc3n2)cc1	0.1	-10	0.4	-1
33	COc1ccccc1N1CCN(c2cc(Nc3cc(OC)c(OC)c(OC)c3)c3c4c(onc24)-c2ccccc2C3=O)CC1	-0.2	4	-1.0	3
34	O=[N+]([O-])c1ccc(OCCNCc2ccco2)cc1	0.0	-10	-2.1	56*
35	CC(NC(=O)c1cccc(OC2CCN(S(C)(=O)=O)CC2)c1)c1cccs1 (stereo not drawn)	0.0	12	0.1	-3
36	CCn1nnnc1-c1ccc(OC)c(S(=O)(=O)Nc2ccc(C)c(C)c2)c1	0.0	7	0.3	10
37	CC1Cn2c(nnc2-c2cccc([N+](=O)[O-])c2)S1 (stereo not drawn)	-0.3	12	-0.2	6
38	CNC(=O)CN(CCc1ccccc1)S(=O)(=O)c1ccc(OC)c(Cl)c1	0.1	-7	-1.7	-22
39	CCC(C#CCN1CCOCC1)(CC)OC(C)=O	-0.1	9	1.1	-10
40	COCCn1nnnc1C(c1ccccn1)N1CCC(Cc2ccccc2)CC1 (stereo not drawn)	-0.1	5	-0.3	21
41	O=C(CCOc1ccccc1)N1CCC2(CC1)CC2C(=O)N1CCN(c2ccccn2)CC1 (stereo not drawn)	-0.1	-3	3.2	-21
42	COc1cc(/C=C/c2nc3cc(Cl)ccc3c(=O)n2-c2ccc(C(=O)O)cc2)cc(OC)c1OC	0.1	-4	-1.7	4
43	O=C(Cc1ccccc1)Nc1cc([N+](=O)[O-])ccc1N1CCOCC1	0.0	5	0.7	12
44	COc1ccc(CCNc2nc(-c3ccccc3)nc3c2ncn3-c2ccsc2)cc1	0.2	-2	1.1	12
45	CN(C)C(=O)CN1C(=O)[C@H]2CCCN2C(=O)c2ccccc21	0.0	7	1.3	-4
46	CCCCC(=O)Nc1ccc(C(=O)Nc2ccccc2C(N)=O)cc1	-0.2	-23	0.5	5
47	COC(=O)C1C(=O)NC(SCC(N)=O)=C(C#N)C1c1ccccc1C (stereo not drawn)	0.5	-3	-0.5	8
48	C=CCNC(=O)c1c[nH]c2ccc(S(=O)(=O)N(C)c3ccc(C)c(C)c3)cc2c1=O	0.6	1	-2.2	-4
49	CCC(CC)CN1CCN(c2cccc3c2C(=O)N(C(C)c2nccs2)C3=O)CC1 (stereo not drawn)	0.1	-4	-1.0	9
50	CC1=NN(c2ccc([N+](=O)[O-])cc2)C(=O)CO1	0.0	9	-3.2	11
51	O=C(NCC1(c2ccccc2)CCCC1)C1CC12CCN(C(=O)CCn1cncn1)CC2 (stereo not drawn)	0.0	-15	1.8	-10
52	CN(C)c1ccc(NC(=O)c2ccc3ccccc3c2)cc1	-0.2	14	-1.2	8
53	Nc1ncc([N+](=O)[O-])c(Oc2ccc([N+](=O)[O-])c3cccnc23)n1	-0.6	7	-2.1	14
54	O=C(NC1CCN(C(=O)Nc2ccccc2F)CC1)c1cccnc1	0.0	-2	-0.8	5
55	O=[N+]([O-])c1ccc2nc(SCc3nc4sccn4c3Br)[nH]c2c1	-0.1	-24	-0.7	3
56	O=C1NC(=S)N/C1=C/c1ccc(Br)cc1	-0.1	-5	-0.5	6
57	COC(=O)c1ccc(-c2nc3c(Cl)cc(Cl)cc3[nH]2)cc1	-0.1	-15	-0.8	-5
58	Cc1ccc(S(=O)(=O)Nc2c(O)c3ccccc3oc2=O)c(C)c1	0.6	2	-0.5	23
59	COc1ccc(/C=N/NC(=O)c2cc([N+](=O)[O-])cc([N+](=O)[O-])c2)cc1	-0.1	9	1.9	2
60	COc1nccnc1NS(=O)(=O)c1ccc(NC(=O)c2ccc(F)cc2)cc1	0.4	-3	-1.6	9

Continued:
entry	SMILES	FBW7 act	TEAD-YAP inh	GPR151 ag	MITF inh
61	COCOc1ccc(Br)cc1C(=O)[C@@H]1O[C@H]1c1cccc(OC)c1	0.0	·	3.5	12
62	CC(C)(C)S(=O)(=O)c1c(Br)cccc1Br	-0.1	3	-0.5	-5
63	Cc1cc(C(=O)Nc2ccccc2I)n(-c2ccccc2)n1	-0.1	-12	0.5	-12
64	O=c1c(CN2CCN(C/C=C/c3ccccc3)CC2)coc2ccccc12	-0.1	-17	0.4	50
65	CCN(C(=O)CSc1nnc(-c2ccncc2)o1)c1ccccc1	-0.2	-12	0.1	1
66	c1ccc2c(c1)nc(N1CCCCC1)c1nnnn12	-0.1	-3	0.9	-10
67	Cc1nc2sc(C(N)=O)c(N)c2c(-c2ccccc2)c1C(=O)Nc1ccccc1	0.0	-2	1.4	8
68	COc1ccc(NC(=O)c2cn(-c3ccccc3)nc2-c2ccc(Br)cc2)cc1	0.2	-7	-1.6	9
69	CC(=O)c1sc(NC(=O)COc2ccc(Cl)cc2Cl)nc1C	-0.1	2	-0.2	-1
70	COc1ccc(C(=O)NNC(=S)NC(=O)c2cccc([N+](=O)[O-])c2)cc1OC	0.0	3	1.8	12
71	O=S(=O)(Cc1ccc(Cl)cc1)N1CCc2ccccc2C1	-0.1	-6	-0.6	-13
72	NC(=O)C(Cc1ccccc1)NS(=O)(=O)c1ccc2oc3ccccc3c2c1 (stereo not drawn)	-0.1	-3	1.0	-9
73	CCCCN(C)c1nc(C)nc2sc(C)cc12	-0.1	1	1.5	0
74	Cc1nnc2sc(-c3ccccc3NC(=O)COc3ccccc3)nn12	-0.2	-18	0.4	-2
75	COc1ccc2cc(C)c3nn(CC(=O)Nc4c(C)nn(C)c4C)c(=O)n3c2c1	-0.1	6	0.8	10
76	Cc1ccc(S(=O)(=O)N(C)CC(=O)NCCc2ccccc2)cc1	0.0	-3	0.1	7
77	COc1ccc(C(=O)N2CCN3C(=O)[C@@H](CC(C)C)NC(=O)[C@H]3C2)cc1	-0.1	-4	-1.0	-4
78	COC(=O)c1cc(Sc2ccccc2[N+](=O)[O-])c(N)s1	0.0	-6	0.0	14
79	COc1ccc(-c2nc(-c3ccccc3)c(-c3ccccc3)[nH]2)cc1O	0.0	-3	-0.4	1
80	O=C(CCl)Nc1cccc(C(=O)O)c1	0.2	-3	0.0	-16
81	O=C(NCc1nnc2n1CCN(Cc1cc3ccccc3s1)CC2)c1cccc(F)c1	-0.2	2	-0.2	-11
82	COc1ccc(Br)cc1C(=O)Nc1ccc(NC(=O)c2ccco2)cc1	0.0	-3	-0.5	-5
83	Cc1nn(C)cc1C(C)NC(=O)CCc1nnc(-c2ccsc2)o1 (stereo not drawn)	-0.1	-10	0.1	5
84	CC(=O)CC(C)C(=O)NCC1Cc2cc(F)cc(-c3ccc(C(C)=O)s3)c2O1 (stereo not drawn)	0.1	-4	1.7	6
85	Cc1cccc(-c2nc3cc(NC(=O)c4cc(Br)ccc4Cl)ccc3o2)c1	0.0	-7	0.9	2
86	CC1CCN(c2nc3c(c(=O)[nH]2)CN(Cc2ccccc2F)CC3)CC1	0.0	4	0.3	1
87	CCCCOc1ccc(Cc2cnc(N)nc2N)cc1	-0.3	8	-0.7	-2
88	O=C(c1ccccc1)N1N=C(CCCl)C2C3CCC(C3)C21 (stereo not drawn)	0.4	-2	-0.5	14
89	Cc1cn2c3c(=O)n(C)c(=O)n(C)c3nc2n1CCN1CCc2ccccc2C1	-0.5	4	-0.8	-12
90	O=c1c2cc(F)ccc2[nH]c(=S)n1Cc1ccc2c(c1)OCO2	0.1	-2	-0.8	13

Shown with one line to a screen: part of the list above
90. O=c1c2cc(F)ccc2[nH]c(=S)n1Cc1ccc2c(c1)OCO2
89. Cc1cn2c3c(=O)n(C)c(=O)n(C)c3nc2n1CCN1CCc2ccccc2C1
85. Cc1cccc(-c2nc3cc(NC(=O)c4cc(Br)ccc4Cl)ccc3o2)c1
77. COc1ccc(C(=O)N2CCN3C(=O)[C@@H](CC(C)C)NC(=O)[C@H]3C2)cc1
78. COC(=O)c1cc(Sc2ccccc2[N+](=O)[O-])c(N)s1

| screen / no. | 90 | 89 | 85 | 77 | 78 |
| --- | --- | --- | --- | --- | --- |
| FBW7 act | 0.1 | -0.5 | 0.0 | -0.1 | 0.0 |
| TEAD-YAP inh | -2 | 4 | -7 | -4 | -6 |
| GPR151 ag | -0.8 | -0.8 | 0.9 | -1.0 | 0.0 |
| MITF inh | 13 | -12 | 2 | -4 | 14 |

The results go on:
entry	SMILES	FBW7 act	TEAD-YAP inh	GPR151 ag	MITF inh
91	COc1ccc(Br)cc1/C=C1\N=C(c2ccc(Br)cc2)OC1=O	-0.1	5	0.0	-1
92	Clc1ccc(Nc2ccc(-c3cccnc3)cn2)cc1Cl	-0.1	-35	0.3	1
93	Cc1nc(CN(C)Cc2ccc(C(=O)NC3C4CC5CC(C4)CC3C5)c(=O)[nH]2)cs1 (stereo not drawn)	0.3	4	-0.8	6
94	Cc1ccc2oc(-c3ccc(C)c(NC(=O)c4ccccc4[N+](=O)[O-])c3)nc2c1	0.0	-18	0.0	2
95	CCCCN(C)CCCN(Cc1ccco1)C(=S)Nc1ccc(C)cc1	-0.1	-10	2.3	-4
96	Cc1onc(-c2ccccc2)c1C(=O)Nc1cccc(Cl)c1	0.2	10	-0.8	3
97	COc1cc(S(=O)(=O)N(Cc2cccs2)C2CC2)ccc1-n1cnnn1	0.2	3	0.6	4

Compound activity: PubChem, The Scripps Research Institute Molecular Screening Center

The order is random, and some 3.4% of all compounds hit somewhere here.
